Bioassay records deposited in PubChem by several laboratories.
SRC1 inh – inhibits human SRC1 coactivator | Q15788 | HEK293 GAL4-SRC1 luciferase reporter, luminescence | inhibition, % at 3.6 µM | 0.12% of 360,000 active;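 active means inhibition above the campaign mean plus 3 SD, with each screening campaign given its own cutoff, cut at about 60% in these data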;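 further: 0% = DMSO treated cells and 100% = gossypol at 36 µM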
LMP1 NFkB inh – reduces LMP1-driven NF-kappaB luciferase signal; 0.69% of 350,000 active; inhibition, % at 12.5 µM; LMP1-induced NF-kappaB luciferase reporter cells, luminescence; in the data active means inhibition above about 41%;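 further: 0% = neutral control wells and 100% = reference inhibitor control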
SRC3 inh – inhibitors of human steroid receptor coactivator 3 (SRC3); Q9Y6Q9; HEK293 GAL4-SRC3 luciferase reporter, luminescence; inhibition, % at 3.6 µM; 0.17% of 360,000 active;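 active means inhibition above a per-campaign cutoff, the mean of all compounds plus 3 SD, cut at about 60% in these data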;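 further: 0% = DMSO-treated cells and 100% = gossypol-treated cells at 36 µM; higher means less SRC3-driven luciferase light from the GAL4 reporter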
Vif imaging – HIV Vif inhibition. inhibition, % at 7.49 µM. AID 602346. 0.35% of 340,000 active. HEK293T cells, Vif self-association by quenched fluorescence, imaging, 24 h; in the data active means inhibition above about 50%, passing the limit was not always enough; further: some results filed as inactive read as strong as hits
NOD2 RIPK2 PPI – NOD2-RIPK2 protein interaction inhibition | CHO BLA complementation NOD2-RIPK2, CCF4 ratio | inhibition, % at 4.98 µM | 0.38% of 360,000 active; in the data active means inhibition above about 21%;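 further: 0% = vehicle only and 100% = reference blocker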
LRH-1 inv ag – NR5A2 inverse agonism in reporter assay | HEK293T StAR-luciferase reporter, LRH-1 transfected, 24 h | inhibition, % at 3.6 µM | 0.13% of 360,000 active;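 active means inhibition above the mean inhibition of all tested compounds plus 3 SD, cut at about 73% in these data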;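 further: 0% = DMSO wells and 100% = reporter-only cells lacking LRH-1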
TLR9-MyD88 block – blocks human TLR9 binding to MyD88; CHO BLA complementation TLR9-MyD88, CCF4 FRET ratio; inhibition, % at 4.98 µM; 0.21% of 340,000 active; AID 504734;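 active means inhibition above the mean over all tested compounds plus 3 SD, cut at about 21% in these data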;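 further: 0% = DMSO only wells and 100% = clavulanate BLA inhibitor control wells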
Target sequence (Q99836 whole entry, looked up): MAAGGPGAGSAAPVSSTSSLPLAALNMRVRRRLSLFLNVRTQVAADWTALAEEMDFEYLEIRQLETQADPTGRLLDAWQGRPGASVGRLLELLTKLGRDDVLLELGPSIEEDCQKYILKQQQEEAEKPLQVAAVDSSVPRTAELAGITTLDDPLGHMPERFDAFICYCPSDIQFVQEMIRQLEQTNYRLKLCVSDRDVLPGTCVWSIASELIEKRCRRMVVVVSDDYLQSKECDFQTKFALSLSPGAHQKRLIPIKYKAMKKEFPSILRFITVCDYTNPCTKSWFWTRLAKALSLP
Target sequence (Q9NR96 whole entry, looked up): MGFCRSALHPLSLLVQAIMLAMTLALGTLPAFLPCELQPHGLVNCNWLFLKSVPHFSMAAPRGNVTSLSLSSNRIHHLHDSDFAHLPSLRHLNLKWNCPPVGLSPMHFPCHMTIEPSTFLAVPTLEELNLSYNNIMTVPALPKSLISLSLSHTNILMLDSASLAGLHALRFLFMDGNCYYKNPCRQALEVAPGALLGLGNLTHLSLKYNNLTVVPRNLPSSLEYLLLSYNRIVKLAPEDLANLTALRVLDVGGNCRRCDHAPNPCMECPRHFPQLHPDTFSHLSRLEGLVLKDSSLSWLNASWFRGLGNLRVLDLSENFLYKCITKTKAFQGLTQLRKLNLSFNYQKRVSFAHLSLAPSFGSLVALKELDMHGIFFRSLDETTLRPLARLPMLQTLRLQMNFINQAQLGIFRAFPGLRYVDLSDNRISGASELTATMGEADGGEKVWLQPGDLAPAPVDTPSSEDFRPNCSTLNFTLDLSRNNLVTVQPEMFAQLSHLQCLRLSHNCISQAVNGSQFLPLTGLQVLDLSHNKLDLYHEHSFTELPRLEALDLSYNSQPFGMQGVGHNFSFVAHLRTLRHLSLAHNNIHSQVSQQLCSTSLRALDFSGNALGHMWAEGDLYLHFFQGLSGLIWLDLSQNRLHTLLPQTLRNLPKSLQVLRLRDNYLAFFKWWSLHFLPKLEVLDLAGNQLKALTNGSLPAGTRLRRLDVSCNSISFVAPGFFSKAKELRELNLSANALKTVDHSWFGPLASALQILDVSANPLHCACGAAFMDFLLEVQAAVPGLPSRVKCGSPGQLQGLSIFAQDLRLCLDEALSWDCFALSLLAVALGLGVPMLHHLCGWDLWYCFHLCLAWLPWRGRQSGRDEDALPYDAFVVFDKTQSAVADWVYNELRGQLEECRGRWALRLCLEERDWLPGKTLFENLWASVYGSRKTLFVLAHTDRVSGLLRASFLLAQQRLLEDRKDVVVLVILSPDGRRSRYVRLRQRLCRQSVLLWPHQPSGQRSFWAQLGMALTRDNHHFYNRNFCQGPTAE
SRC2 inh – human SRC2 (NCOA2) inhibition | Q15596 | HEK293 GAL4-SRC2 luciferase reporter, luminescence | inhibition, % at 9 µM | 0.17% of 370,000 active;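 active means inhibition above the mean inhibition of all tested compounds plus 3 SD, set per campaign, cut at about 52% in these data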;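 further: 0% = DMSO treated cells and 100% = cells given Gossypol at 36 µM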
C8 TRAIL sens – sensitizes caspase-8 expressing cells to TRAIL; NB7+C8 cells + TRAIL, ATPlite viability luminescence; inhibition (viability loss, TRAIL sensitization), % at 10 µM; 1% of 360,000 active; AID 624354;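 active means compounds causing at least 50% loss of cell viability in the single-dose screen, relative to plate controls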
NR2F2 inh – blocks human COUP-TFII nuclear receptor; P24468; HEK293T NGFI-A luciferase reporter, luminescence; inhibition, % at 8.6 µM; 0.7% of 370,000 active;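 active means inhibition above a per-plate cutoff, mean inhibition of test wells between control levels plus 3 SD, cut at about 38% in these data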;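 further: cells cotransfected with COUP-TFII expression vector driving the NGFI-A reporter; 0% = median of COUP-TF2 test wells and 100% = reporter-only cells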
TROY NFkB inh – inhibitors of TROY-dependent NF-kB signaling; Q293 LMP1-TROYcd NF-kB luciferase reporter, 4 h; inhibition, % at 10 µM; 0.98% of 360,000 active;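 active means compounds whose plate-normalised and pattern-corrected inhibition of the luciferase reporter signal at the single screening dose is 50% or more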
* hit, by the source's call; . = not tested or not shown. These rows are one share of the data; count on the stated rates, not on these rows.

Results follow in this order: SRC1 inh, LMP1 NFkB inh, SRC3 inh, Vif imaging, NOD2 RIPK2 PPI, LRH-1 inv ag, TLR9-MyD88 block, SRC2 inh, C8 TRAIL sens, NR2F2 inh, TROY NFkB inh
> COc1ccc(OCC(=O)Nc2c3c(nn2-c2ccc(OC)cc2)CS(=O)(=O)C3)cc1
 : 8, 0, 14, -3, 0, 2, -6, -18, 1, 15, 13
> Cc1nc(C)c(C(=O)C2=C(O)C(=O)N(CCN3CCOCC3)C2c2cccnc2)s1 (stereo not drawn)
 : -26, 1, 0, -11, -6, 20, -15, 2, 13, 6, -12
> CCOC(=O)CN1C(=O)/C(=C2\SC(=S)N(NC(=O)c3cccnc3)C2=O)c2ccccc21
 : -12, -1, -6, -6, -4, -4, 3, 4, -15, -6, 0
> COc1cc(C(=O)NCCc2cn3ccc(C)cc3n2)cc(OC)c1OC
 : -18, -6, -2, 96*, -10, 1, 2, -1, -11, -2, -12
> Oc1oc(-c2ccco2)nc1C=Nc1ccccc1
 : -4, -1, 12, -2, -20, 14, -4, 9, 0, -32, -56
> C[n+]1cccc(/C=N/Nc2nc(Cl)c(C#N)c(Cl)c2Cl)c1
 : -4, ., 13, 1, -3, 1, ., -8, 15, 18, 43
> CCCOC(=O)c1c(N)sc2c1CCC2
 : 8, -5, 2, -7, 4, 14, 5, -2, -11, -7, -2
> O=C(CSc1ccc(S(=O)(=O)N2CCOCC2)cn1)Nc1ccc(F)c(F)c1
 : -8, 10, -14, -4, 3, -12, -3, 30, 1, 12, 12
> CC(=O)Nc1nc(=S)n(-c2ccccc2)[nH]1
 : -13, 2, -8, 0, 3, 16, -11, -2, -4, 14, -1
> Oc1cccc(C=NCc2ccccc2)c1O
 : 11, -32, 0, 0, -1, -7, 3, 15, 0, -4, -3
> Nn1c(SCC(=O)NC2CCCCC2)nnc1-c1ccc(Cl)cc1
 : 2, -43, 18, -1, 5, -4, -3, 2, -30, 10, 5
> CC(OC(=O)C1CCCCC1)C(=O)Nc1cccc(Cl)c1 (stereo not drawn)
 : 7, 2, 7, 1, 1, 18, 3, 19, 10, 23, 3
> CCOc1ccc(CN(C)CC(=O)Nc2cccc(S(=O)(=O)N(C)c3ccccc3)c2)cc1
 : -7, 1, 0, -7, 2, 9, -6, 30, 9, 5, 12
> Cc1cc(CCNC=O)c(C)c2c1oc1ccccc12
 : -53, -18, -33, 0, -3, -57, -2, -16, 4, -32, -57
> CC(C)NC(=O)CNc1ccc(C(F)(F)F)cc1[N+](=O)[O-]
 : -34, -5, 21, 2, 2, 17, -4, 7, 0, -4, 5
> COc1ccccc1OCC(=O)OCn1c(SC)nnc(C)c1=O
 : -30, 5, 5, -7, -6, 2, 5, 19, 7, 2, 4
> CC1CCCCN1CCNC(=O)C1CCCN(S(=O)(=O)c2cccc3nsnc23)C1 (stereo not drawn)
 : -10, 1, -11, -3, -7, -4, 1, -2, -13, 0, 4
> O=C(COC(=O)C12CC3CC(CC(O)(C3)C1)C2)NC(=O)NCc1ccco1
 : -17, -3, 16, 7, 3, -25, 4, -6, 0, 11, 3
> CC1CN(C(=O)COc2ccc3ccccc3c2)CC(C)O1 (stereo not drawn)
 : -1, 5, -4, 21, 5, 5, -2, -25, -14, -13, -3
> CCCCCN(C(=O)CCC(=O)OCc1ccccc1C)c1c(N)n(CCCC)c(=O)[nH]c1=O
 : -4, -3, 18, -1, -14, 12, 3, -6, 6, -4, -5

The last two records of the section before are carried over, then new ones follow.
Results follow in this order: SRC1 inh, LMP1 NFkB inh, SRC3 inh, Vif imaging, NOD2 RIPK2 PPI, LRH-1 inv ag, TLR9-MyD88 block, SRC2 inh, C8 TRAIL sens, NR2F2 inh, TROY NFkB inh
> CC1CN(C(=O)COc2ccc3ccccc3c2)CC(C)O1 (stereo not drawn)
 : -1, 5, -4, 21, 5, 5, -2, -25, -14, -13, -3
> CCCCCN(C(=O)CCC(=O)OCc1ccccc1C)c1c(N)n(CCCC)c(=O)[nH]c1=O
 : -4, -3, 18, -1, -14, 12, 3, -6, 6, -4, -5
> CC(C)(CNC(=O)Cc1ccc(NS(=O)(=O)c2cccc(C(F)(F)F)c2)cc1)N1CCOCC1
 : 8, 6, -1, 12, 3, -4, -2, 6, -2, -12, -15
> CCN(CC)C(=O)CCC(=O)Nc1ccc(C(=O)OC)cc1
 : -3, 0, 10, 3, -8, -11, -8, -16, 7, 5, .
> Fc1cccc(Cl)c1CN1CCN(c2nc3ccccc3s2)CC1
 : -63, -13, -111, 4, -4, -135, 2, -72, 6, -21, 4
> CCCS(=O)(=O)N1CCN(C(=O)COc2ccc(OC)cc2)CC1
 : 12, -3, 0, -2, -1, 10, -6, -25, -18, 14, -3
> CN(C)c1ccc(C=Nc2ccccc2C(N)=O)cc1
 : -79, 27, -57, 7, -5, -115, 4, -33, 85*, -31, -49
> O=C(COC(=O)CCc1nc2ccccc2c(=O)[nH]1)NC(=O)NC1CCCC1
 : -30, -3, 14, -2, -9, 7, -8, 15, -6, -18, -2
> CCN1CCc2c(sc(NC(=O)CN3C(=O)c4ccccc4C3=O)c2C(N)=O)C1
 : -1, 11, 1, 2, -5, 7, 4, 1, -1, -12, 5
> COc1ccc(CC(=O)Nc2cc(S(=O)(=O)N3CCOCC3)ccc2N2CCCC2)cc1OC
 : -8, 10, -9, -8, -8, 22, -4, -2, -8, -5, 8
> O=C(O)CCC(NC(=O)c1cncc(O)c1)C(=O)O (stereo not drawn)
 : 8, 2, -2, 1, -7, -2, 3, 3, 4, 19, 1
> Cc1ccc(NC(=O)c2ccc([N+](=O)[O-])o2)c(C)c1
 : 4, -21, 6, 11, -2, 50, 8, 15, -2, -2, 11
> CCN(CCN(C)C)C(=O)C1CCN(S(=O)(=O)c2c(C)noc2/C=C/c2ccccc2F)CC1
 : 4, -7, 0, 0, -3, 1, -12, -10, 35, -14, 0
> CC1(C)OC(=O)CC1C(=O)NCc1ccccc1 (stereo not drawn)
 : -9, 2, -17, -6, 0, 7, 4, 5, 0, -13, 0
> O=C(COc1ccc(Cl)cc1)NCCNC(=O)c1ccccn1
 : -7, -11, 1, 6, 1, -2, 4, -20, 8, -15, -6
> Cc1cc2c(C)nc(-c3ccccc3)nc2o1
 : -99, -24, -23, 16, -2, -75, 5, -36, -8, -8, -62
> Cc1ccccc1NC(=O)OCc1cccnc1Sc1ccc(Cl)cc1
 : 0, 1, 8, 5, 2, 2, 5, 7, 17, 5, -18
> COc1cccc(NC(=S)Nc2cccc3ccccc23)c1
 : -73, -42, -53, -6, -1, -53, -1, -51, 19, -2, -3
> Cc1cc(NC(=O)/C(C#N)=C/c2ccc(-c3ccc(SC(F)F)cc3)o2)n(-c2ccccc2)n1
 : -7, -2, -9, -4, -1, 25, -4, -30, 24, 10, 35
> O=C1C2CCC(C(O)C2)N1Cc1ccccc1 (stereo not drawn)
 : -31, -14, 4, 2, -9, 7, -8, 18, -19, -14, 13
> CCOC(=O)C1C(=O)CC(C)(O)C(C(=O)OCC)C1c1ccc([N+](=O)[O-])cc1 (stereo not drawn)
 : -3, 2, 14, -2, -5, 8, 13, -2, 10, 5, 4
> Cc1c(O)cc2c(c1O)C(=O)CC(c1ccc(O)cc1)O2 (stereo not drawn)
 : -10, -7, -13, 10, -13, -21, -2, -15, -7, 8, -5
> COc1cccc(OC)c1C(=O)NC(=S)N1CCCCC1c1cccnc1 (stereo not drawn)
 : 11, -4, -10, -1, -2, -4, 8, -21, -6, 15, -5
> COc1cccc(CNn2cnnc2)c1OCc1ccccc1F
 : -5, 3, 6, 5, 8, -9, -7, -13, -4, -7, 7
> O=C(NCN1CCc2ccccc2C1)c1ccccc1
 : -9, -1, -3, -3, -6, 28, 4, -2, 8, 11, -7
> O=C(C#Cc1ccccc1)Nc1cccc(F)c1
 : -115, -50, -24, -1, 2, -66, 2, 18, 11, 0, -1
> CC(C)(C)c1ccc(-n2ncc3c2CCCC3NC(=O)C2=NNC(=O)CC2)cc1 (stereo not drawn)
 : 10, 18, 15, -24, -7, -18, 0, -2, 29, 33, 20
> COc1ccc(-n2c(N)c(C(=O)NCc3cccnc3)sc2=S)cc1
 : -2, -2, 23, -13, 4, 44, -9, 27, 6, 6, 0
> CC(C)Cc1nnc(NC(=O)C2CCCN(C(=O)c3ccc(Cl)cc3)C2)s1 (stereo not drawn)
 : 11, 3, 3, ., -12, -5, 3, 11, -9, -9, 1
> Fc1ccccc1N1CCN(C2CCN(Cc3c[nH]c4ccccc34)CC2)CC1
 : 4, -23, -11, ., 3, 17, -7, -2, 22, 1, -10
> CCOC(=O)C1=CCN(S(=O)(=O)c2ccccc2Cl)C1c1cccc(F)c1 (stereo not drawn)
 : -3, ., -8, ., -3, -1, ., -11, 71*, 19, 3
> Cc1ccccc1C(=O)Oc1cccc2c(O)cccc12
 : -1, -4, -20, 2, 9, -22, -6, -20, 2, 17, 8
> O=C(COC(=O)c1cccnc1Cl)NCc1ccc2c(c1)OCO2
 : 7, -7, -2, -6, 2, 13, 2, -8, 17, 11, 3
> Cc1[nH]n(-c2ccccc2)c(=O)c1Sc1ccc(Cl)cc1
 : 20, 2, 15, 31, -4, -12, -7, -11, -7, -2, 6
> CCCCCCCCCCOC(=O)C[N+](C)(C)C/C=C(/C)Cl
 : 5, 5, 16, 7, -2, 18, -2, 10, 18, 10, 28
> COc1cccc(CNC(=O)C2CC(=O)N(c3ccc4c(c3)OCCO4)C2)c1 (stereo not drawn)
 : -11, -5, -1, 3, 1, -4, 3, -14, -43, 14, -14
> CCC1CC(/C(C)=N/NC(N)=O)OC1=O (stereo not drawn)
 : -4, -26, -9, ., 2, -20, 1, -8, -8, -14, -12
> Cc1ccccc1-c1csc(C(O)(c2ccccc2)C(F)(F)F)n1 (stereo not drawn)
 : 10, ., -12, -10, -3, 3, ., 6, 4, 7, 19
> COc1ccc(CCNC(=O)COc2cc(C)cc3oc(=O)c(C)c(C)c23)cc1OC
 : -6, 8, -9, -4, -10, -31, -2, 30, 3, -1, 8
> COc1ccc(C2Nc3ccccc3C(=O)N2NS(=O)(=O)c2ccc(C)cc2)cc1OC (stereo not drawn)
 : -10, -14, 8, 0, -2, 5, 0, 7, 0, 4, -14
